# PglD DTNB: blocks C. jejuni PglD acetyltransferase activity | inhibition, % at 12.5 µM | purified PglD enzyme, DTNB colorimetric CoA detection | actives 0.098% (n = 360,000); in the data active = inhibition above about 16%, passing the limit was not always enough; inconclusive = no clear call, values can overlap the other calls; note: strong numbers were not always called active
# E-sel inducer: induces E-selectin expression in human endothelial cells; P16581; HUVEC E-selectin immunofluorescence imaging; normalized: neutral wells 0, TNF-alpha wells 100; activation, % at 7.58 µM; actives 0.37% (n = 260,000);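 active = mean E-selectin-positive cell signal at least 10% of the positive control, reached in at least 60% of replicates, without over 20% cell loss; inconclusive = no rule given, readout overlaps actives, possibly toxicity-flagged; inactive = the rest, including those meeting only one limit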;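 note: in these data hits start at about 27%; measured in HUVEC primary endothelial cells; signal is the percent of cells scored E-selectin positive by PE staining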
#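 System: HUVEC, human umbilical vein endothelial cells; quantity: 3,000 cells/well; buffer or medium: EGM-2 medium, gelatin-coated wells; dosing: single-point compound dose; detection: immunofluorescence imaging; evaluation: % PE-positive cells; benchmarks: TNF-alpha, DMSO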
# C2C12 statin: protects C2C12 myotubes from simvastatin toxicity; rescue of ATP level, % at 7.49 µM; actives 0.78% (n = 330,000); ATP luminescence, 48 h; scaled: DMSO 0, geranylgeraniol control 100; AID 602340;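 active = mean ATP rescue above about 67%, or every replicate alone reaching that limit, limit read from the data, passing the limit was not always enough; inconclusive = no clear call, values can overlap the other calls; inactive = mean under the limit and some replicate under it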;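 note: myotubes were challenged with 10 µM simvastatin during compound exposure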
# SIRT5 inh: inhibitors of human sirtuin-5 desuccinylase; Q9NXA8; actives 1.1% (n = 330,000); Purified SirT5, succinyl-peptide AMC, trypsin-coupled fluorescence; AID 652115; inhibition, % at 15 µM; in the data active = inhibition above about 15%; inconclusive = no clear call, values can overlap the other calls
# Target sequence (Q9NXA8 whole entry, looked up): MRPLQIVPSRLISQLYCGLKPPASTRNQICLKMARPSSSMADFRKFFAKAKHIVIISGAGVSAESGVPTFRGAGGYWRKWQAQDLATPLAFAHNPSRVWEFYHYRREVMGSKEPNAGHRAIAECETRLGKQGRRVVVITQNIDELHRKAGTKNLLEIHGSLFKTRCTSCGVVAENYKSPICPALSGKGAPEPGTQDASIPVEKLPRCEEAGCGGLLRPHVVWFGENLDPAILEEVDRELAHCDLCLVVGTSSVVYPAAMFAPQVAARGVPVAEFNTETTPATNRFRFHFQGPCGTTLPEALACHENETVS
# DENV2 CPE: protects cells from dengue virus 2 cytopathic effect; DENV2-infected cells, cytopathic effect rescue, plate reader; CPE inhibition, % at 9.99 µM; actives 1.7% (n = 350,000); in the data active = CPE inhibition above about 20%, passing the limit was not always enough; inconclusive = no clear call, values can overlap the other calls; tested in BHK-21 cells;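 note: 0% = median of neutral control wells and 100% = median of positive control wells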
# S100A4 MyoIIA: blocks human S100A4 binding to myosin IIA peptide | S100A4/TAMRA-MyoIIA peptide fluorescence polarization | inhibition, % at 10.7 µM | actives 0.14% (n = 360,000) | AID 652163;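 active = mean inhibition of at least 70% across replicates, with every replicate also reaching that level; inconclusive = mean inhibition reaches 70% but some replicates fall short; inactive = mean inhibition below 70%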
# Target sequence (P26447 whole entry, looked up): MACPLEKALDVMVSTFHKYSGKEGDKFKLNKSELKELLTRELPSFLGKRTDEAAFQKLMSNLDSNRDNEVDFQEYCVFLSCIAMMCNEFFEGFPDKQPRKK
#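 Test system: S100A4 monomer protein; Medium: HEPES pH 7.2 with CaCl2, KCl, NaCl, DTT, Triton; Probe or stimulus: TAMRA-labelled myosin IIA heavy-chain peptide probe, 5 nM; Doses: one dose per compound; Times: polarization read 5 min after assay mix addition, stable 5–60 min; Benchmarks: neutral control DMSO, positive control TFP.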
# ERp5 block: ERp5 (human) disulfide isomerase inhibition | inhibition, % at 9.99 µM | actives 0.05% (n = 350,000) | ERp5 insulin aggregation, absorbance 650 nm, 90 min | Q15084;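 active = mean replicate inhibition above about 25%, with every replicate also reaching it, limit read from the data, passing the limit was not always enough; inconclusive = only one of those two criteria met; inactive = neither criterion met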
# Target sequence (Q15084 whole entry, looked up): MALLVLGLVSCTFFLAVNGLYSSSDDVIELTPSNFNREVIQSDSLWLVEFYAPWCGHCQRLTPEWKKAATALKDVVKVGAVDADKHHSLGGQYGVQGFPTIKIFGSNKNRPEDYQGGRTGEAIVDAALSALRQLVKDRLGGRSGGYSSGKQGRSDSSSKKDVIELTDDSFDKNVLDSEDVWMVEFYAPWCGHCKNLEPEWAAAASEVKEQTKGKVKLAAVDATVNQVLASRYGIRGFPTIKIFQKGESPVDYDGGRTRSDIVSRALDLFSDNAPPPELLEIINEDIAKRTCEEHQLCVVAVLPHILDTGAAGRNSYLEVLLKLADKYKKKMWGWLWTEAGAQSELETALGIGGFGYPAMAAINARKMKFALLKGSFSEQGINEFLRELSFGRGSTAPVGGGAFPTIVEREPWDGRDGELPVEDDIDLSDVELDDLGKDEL
# * hit, by the source's call; ? = inconclusive; nt = not tested or not shown; & = joins results of further samples.
# Each structure is followed by: PglD DTNB	E-sel inducer	C2C12 statin	SIRT5 inh	DENV2 CPE	S100A4 MyoIIA	ERp5 block
- Cc1ccc(/C=N/NC(=O)c2nnn(-c3nonc3N)c2CSc2ccccc2)o1
  0	nt	-8	-3	-3	9	0
- CC(C)CCN1CCN(Cc2cccn2-c2cccnc2)CC1CCO (centres undefined)
  0	nt	3	-2	3	3	-4
- C[C@H](CO)N1C[C@H](C)[C@H](CN(C)C(=O)Nc2cccc3ccccc23)OCCCC[C@H](C)Oc2ccc(NC(=O)C3CCCCC3)cc2C1=O
  -1	1.8	nt	4	?	21	-1
- Cc1nc(C(F)(F)F)ccc1C(=O)N1CCC1(C)C(=O)NS(=O)(=O)c1ccc(C#N)cc1 (centres undefined)
  3	0.3	-5	-3	31*	-2	0
- COc1ccccc1-c1noc(CCCC(=O)Nc2ccc(C(N)=O)cc2)n1
  -1	0.1	nt	-2	-4	1	5
- C[C@@H]1CN([C@@H](C)CO)C(=O)c2cc(/C=C/c3ccccc3)cnc2O[C@@H]1CN(C)C(=O)Nc1ccccc1F
  -3	0.0	-5	-17	-4	-3	-2
- Fc1ccccc1Cn1c2[n+](c3ccc(C(F)(F)F)cc31)CCCCC2
  0	2.1	-102	1	-3	-16	3
- C[C@H](CO)N1C[C@H](C)[C@H](CN(C)S(=O)(=O)c2ccc(Cl)cc2)Oc2c(NS(=O)(=O)c3ccc(Cl)cc3)cccc2C1=O
  0	0.3	-18	0	-7	-8	3
- O=C(c1ccoc1)N1CCC2(CC1)Oc1ccc(F)cc1C(=O)C21CC(c2cccnc2)=NO1 (centres undefined)
  -2	-0.3	-14	-2	8	-2	-5
- O=C(Cc1cccs1)N1CCN=C1SCc1ccccc1F
  nt	0.3	nt	0	nt	7	0
- Cc1ccc(CNC(=S)Nc2ccc3c(c2)c(=O)n(C)n3Cc2cccc(C(F)(F)F)c2)cc1
  -3	-0.6	4	nt	1	-2	5
- Cc1cc(C(=O)Nc2cccc3c2O[C@@H](CN(C)S(=O)(=O)c2cn(C)cn2)[C@H](C)CN([C@H](C)CO)C3=O)n(C)n1
  1	nt	18	3	-1	10	-11
- COc1ccccc1NC(=O)N[C@@H]1CC[C@@H](CCNS(=O)(=O)c2ccccc2)O[C@@H]1CO
  0	0.3	6	1	-2	6	6
- CN(Cc1ccccc1)C(=O)c1cccc(NC(=O)Cc2ccc(NC(=O)C3CCCN(C(=O)C4CCC4)C3)cc2)c1 (centres undefined)
  4	nt	-12	-10	0	-2	0
- O=C(CSc1cn(CCNC(=O)c2c(F)cccc2F)c2ccccc12)NCC1CCCO1 (centres undefined)
  -2	-0.2	3	-7	0	-15	2
- O=C(NCc1ccc(Cl)cc1)C1CCC(=O)N(C2CC2)C1 (centres undefined)
  -3	nt	9	0	-5	0	5
- CCOc1cc(O)c(-c2[nH]ncc2-c2nc(C)cs2)cc1CC
  nt	-0.3	nt	1	-2	-1	-6
- COCCN(C(=O)Cc1cccs1)C(C(=O)NC1CCCC1)c1ccc(OC)c(OC)c1 (centres undefined)
  4	nt	nt	-3	-2	-4	0
- Cc1cc2c3c([nH]c2cc1S(=O)(=O)NCc1ccc(CN2CCCCCC2)o1)CCCC3=O
  -3	nt	-9	2	3	6	1
- CSc1ccc(NC(=O)Nc2cccn(Cc3ccccc3F)c2=O)cc1
  nt	nt	nt	-1	15	-10	6
- OC[C@@H]1[C@@H](c2ccc(-c3ccc(F)cc3)cc2)[C@@H]2CN(Cc3cccnc3)CCCCN12
  -4	-0.3	12	-1	-13	7	6
- C[C@@H]1CN([C@H](C)CO)C(=O)c2c(c3ccccc3n2C)-c2ccccc2CO[C@H]1CN(C)Cc1ccc2c(c1)OCO2
  nt	4.7	nt	7	1	-8	9
- Cc1ccc(CNC(=O)COc2ccc(S(=O)(=O)N3CCCC3)cc2)cc1
  1	0.0	10	nt	3	3	3
- O=C(C[C@@H]1CC[C@@H](NC(=O)c2ccccc2)[C@H](CO)O1)Nc1ccc(-c2ccccc2)cc1
  0	0.6	-3	-1	7	6	-1
- Cc1c(N=C(N)/N=C(\N)Nc2ccccc2)c(=O)n(-c2ccccc2)n1C
  nt	-0.6	nt	-7	-1	4	-1
- Cc1noc(C)c1NC(=O)N(C)C[C@H]1Oc2ccc(NS(=O)(=O)c3cn(C)cn3)cc2C(=O)N([C@H](C)CO)C[C@@H]1C
  2&-2	-2.2&0.0	8&4	-1&-6	14&-3	4&-8	5&3
- C=CCN(C(=O)c1csnn1)C(C(=O)NC1CCCC1)c1cccs1 (centres undefined)
  6	nt	23	-2	-7	4	3
- CC1=CC(C)(C)NC(=S)N1c1ccc(C)c(C)c1
  16	0.4	0	-1	5	-1	-1
- COc1ccc(C2O[C@@H](C)[C@@H]3C(=O)N4CCc5c([nH]c6ccccc56)[C@@H]4C[C@@H]3N2C)cc1 (some centres undefined)
  nt	0.0	nt	-1	-5	-2	3
- COC(=O)C(C)Oc1ccc(Oc2nc(Cl)ccc2Cl)cc1 (centres undefined)
  nt	2.8	nt	-4	6	0	-5
- O=C(N[C@@H]1CC[C@@H](CC(=O)N2CCc3ccccc3C2)O[C@H]1CO)C1CC1
  2	0.0	5	3	8	-3	-3
- Cc1c(NC(=O)c2nn(C)c(=O)c3ccccc23)c(=O)n(-c2ccccc2)n1C
  5	8.7	-10	nt	nt	nt	nt
- COc1ccc(-c2c(-c3ccccc3)n(C)c3ccccc23)cc1
  0	0.3	-13	nt	-16	3	4
- COc1ccc(CCNc2ncnc3c2oc2ccccc23)cc1OC
  -7	nt	-88	0	nt	3	-4
- O=C(CSc1nccn1Cc1ccc(F)cc1)NC1CCCCC1
  3	-0.4	17	-2	-13	-4	3
- COCC1CCCN(Cc2nc(C(c3ccccc3)c3ccccc3)no2)C1 (centres undefined)
  -11	nt	-5	-7	15	0	-2
- C[C@@H]1CN([C@@H](C)CO)C(=O)Cc2cc(NC(=O)CCC(F)(F)F)ccc2O[C@H]1CN(C)Cc1ccc(Oc2ccccc2)cc1
  -1	17	87*	22*	1	nt	-4
- CCCN1C[C@H](C)[C@@H](OC)CN(C)C(=O)c2cc(NC(=O)c3cnccn3)ccc2OC[C@@H]1C
  1	3.2	-19	1	6	5	1
- CC1(c2nnnn2Cc2ccccc2)CCC(=O)N1CCOc1ccccc1 (centres undefined)
  nt	0.3	nt	nt	92*	-5	3
- Cc1c(Cl)cccc1NC(=S)NCCc1ccc(Cl)cc1
  -9	nt	-6	2	4	-2	2
- Cc1ccc(C2=CSC3=NCCN23)cc1
  -2	0.3	23	nt	6	-2	3
- O=C(NCc1ccco1)c1ccc2sc([C@@H]3O[C@H](CO)[C@@H](O)[C@H]3O)nc2c1
  -2	0.4	-10	-3	-5	-1	3
- C[C@@H]1CN([C@H](C)CO)C(=O)Cc2cc(NS(=O)(=O)c3cccs3)ccc2O[C@@H]1CN(C)C(=O)Nc1ccccc1
  0	-0.3	16	2	2	-18	11
- CCOC1(c2ccccc2)OC(=O)c2ccccc21 (centres undefined)
  nt	nt	nt	-1	-3	2	0
- CN(C)CC(=O)Nc1ccc2c(c1)[C@@H]1C[C@H](CC(=O)N(C)C)O[C@@H](CO)[C@@H]1O2
  -4	-0.2	2	-5	11	-3	-3
- O=C(Cc1ccccc1)N1CC(=O)N2[C@H](C1)[C@@H](c1ccc(-c3ccccc3)cc1)[C@@H]2CO
  nt	0.3	nt	3	-1	18	-3
- O=C(c1ccccc1)N(C(=O)c1ccccc1)N1CCCC1
  0	-0.2	-4	nt	-10	15	-4
- O=C(NCc1cccc(C(F)(F)F)c1)N1CCN(C(=O)c2ccccc2)CC1
  -2	-0.6	4	4	15	-2	-2
- COc1ccccc1-n1c(CNC(=O)c2ccco2)nnc1SCC(=O)Nc1nccs1
  -2	0.6	-4	-1	1	0	-6
- COc1ccc(NC(=O)C2CCCCN2S(=O)(=O)c2ccc(F)cc2)cc1 (centres undefined)
  -3	nt	5	nt	-18	17	0
- CC(=O)c1c(C)nn(CC(=O)NC2CCCN(Cc3ccc(CC(C)C)cc3)C2)c1C (centres undefined)
  6	nt	3	0	4	-1	0
- COc1ccc(C2c3ccc4ccccc4c3Oc3ncn(CCN(C)C)c(=N)c32)cc1 (centres undefined)
  1	-0.2	-25	-3	-1	-2	-10
- COCCNc1ncnc2c1ncn2[C@H]1CN(CCc2ccccc2)C[C@@H](CO)O1
  0	-0.1	6	-3	3	2	1
- COc1ccccc1-c1nnc(NC(=O)CCS(=O)(=O)c2ccc(F)cc2)o1
  5	nt	-2	0	-18	-2	-9
- Cc1ccc(-c2ccccc2[C@@H]2C[C@H]3CN(C)C(=O)[C@]34CCCN24)o1
  -5	nt	103*	nt	-4	6	-4
- O=C(O)c1cccc(Nc2ccc([N+](=O)[O-])c3nonc23)c1
  5	-0.2	-5	4	-4	-32	-1
- COc1ccc(S(=O)(=O)NC(=O)C2(C)CCN2C(=O)c2ccccc2CCc2ccccc2)cc1 (centres undefined)
  -2	0.4	8	1	1	-4	4
- COc1ccc(C/C(N)=N/OC(=O)c2cccc([N+](=O)[O-])c2)cc1
  -10	0.9	nt	-2	1	-6	11
- Cc1ccc(C(=S)N2CCN(Cc3ccccc3)CC2)s1
  nt	3.0	nt	-3	8	-1	-2
- O=C(COC(=O)c1ccc(O)cc1O)NC(=O)NCc1ccccc1
  3	nt	4	-4	-3	-12	8

# (cont.)
# Each structure is followed by: PglD DTNB	E-sel inducer	C2C12 statin	SIRT5 inh	DENV2 CPE	S100A4 MyoIIA	ERp5 block
- CNC(=O)C[C@@H]1CC[C@@H]2[C@H](COc3ccc(NC(=O)c4cc(C)on4)cc3C(=O)N2C)O1
  5	-0.1	5	nt	nt	nt	nt
- O=C(NC(c1ccc(Cl)cc1)c1cnccn1)C1CCN(Cc2ccc(Cl)cc2)CC1 (centres undefined)
  4	-0.2	1	18*	?	-4	1
- COC(=O)Cc1coc2cc(OC)ccc12
  -1	-0.1	9	0	?	-1	1
- On1c(-c2ccccc2Cl)nc2ccccc21
  nt	nt	nt	-5	-3	-4	-13
- C[C@H]1CN([C@@H](C)CO)C(=O)c2cc(N(C)C)ccc2O[C@@H]1CN(C)Cc1ccccc1
  -4	0.0	-2	0	2	-9	-2
- C[C@@H]1CN([C@@H](C)CO)C(=O)c2cccc(NC(=O)c3cnccn3)c2O[C@@H]1CN(C)Cc1ccccc1
  -3	-0.2	-55	-2	-10	19	-2
- CCNc1nc(NCC)n2c(SCC(=O)Nc3ccc(F)cc3[N+](=O)[O-])nnc2n1
  -1	0.0	6	2	4	6	1
- C[C@@H]1CCCCO[C@H](CN(C)Cc2ccc3c(c2)OCO3)[C@H](C)CN([C@H](C)CO)C(=O)c2cc(NS(C)(=O)=O)ccc2O1
  0	0.1	2	-2	1	7	-1
- CCCC#Cc1cnc2c(c1)C(=O)N([C@@H](C)CO)C[C@@H](C)[C@H](CN(C)C(=O)c1ccc(F)cc1)O2
  2	-0.3	15	-3	-11	7	-1
- CCN1CCN(c2ccc(S(=O)(=O)N3CCCCC3)cc2NC(=O)c2sccc2C)CC1
  -1	-0.3	5	-1	?	17	-4
- N#C/C(=N\Nc1cccc(F)c1)C(=O)C1CC1
  nt	nt	nt	-4	-1	35	-1

# Full records as entered above. Screens in order: PglD DTNB	E-sel inducer	C2C12 statin	SIRT5 inh	DENV2 CPE	S100A4 MyoIIA	ERp5 block
# Shown for CNC(=O)C[C@@H]1CC[C@@H]2[C@H](COc3ccc(NC(=O)c4cc(C)on4)cc3C(=O)N2C)O1 = 5	-0.1	5	nt	nt	nt	nt
# Shown for N#C/C(=N\Nc1cccc(F)c1)C(=O)C1CC1 = nt	nt	nt	-4	-1	35	-1

# Screens: PubChem BioAssay, Broad Institute

# A portion of the library, so the mix of outcomes need not match the whole.
